BRCT PPI red: qHTS Assay for Inhibitors of BRCT-Phosphoprotein Interaction (Red Fluorophore); Breast cancer type 1 susceptibility protein (Homo sapiens), P38398; BRCT-phosphopeptide binding, red fluorescence polarization; Potency, µM (titrated, usually from 76.9 µM), inactives show at the highest dose activity change, negative = inhibition, most hits filed as inhibitors; actives 0.03% (n = 75,000); AID 892, 2007; further: on the % scale 0 is the no-effect control and ±100 the full control effect
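Fluorescence polarization: 100 nM His-tagged BRCA1 BRCT with 100 nM TAMRA-labelled phospho-BACH1 decapeptide, phosphate buffer pH 7.3 with 150 mM NaCl, DTT, 0.01% Tween 20; 12 min RT. Binding inhibition seen as FP decrease.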
Epigenetic mod: qHTS Assay for Epigenetic Modulators; actives 0.09% (n = 68,000); AID 597, 2007; mouse C127i GFP locus derepression, cytometry, 30 h; Potency, µM (doses to about 46.1 µM), for the others: top-dose GFP derepression (activation); further: % of control where 0% means no effect
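Locus derepression in mouse mammary C127i cells whose integrated CMV-GFP reporter is normally silent; GFP expression after 30 h compound treatment was quantified by counting fluorescent cells.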
HBB splice mod: qHTS Assay for Modulators of Hemoglobin Beta Chain Splicing; HBB splicing reporter cell assay, activation; EGFP reporter with mutant IVS2-654 intron; response scale: normalised to 500 nM splice-correcting PNA; Potency, µM (doses to about 46.1 µM), for inactives: at the highest dose activation, most hits filed as activators; actives 0.06% (n = 65,000); AID 925, 2007; further: potency means the concentration at half of the fitted maximal effect; 0% is about no effect
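Compounds were applied for 2 days to HeLa EGFP-654 cells, 500/well in Optimem with 2% FCS. The reporter's EGFP is disrupted by mis-splicing of beta-globin intron IVS2-654. Readout: summed well GFP fluorescence from 488 nm laser scanning; reference was 500 nM antisense […] 654 PNA.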
BRCT PPI green: qHTS Assay for Inhibitors of BRCT-Phosphoprotein Interaction (Green Fluorophore) | Breast cancer type 1 susceptibility protein (Homo sapiens), P38398 | BRCA1 BRCT-phosphopeptide binding, green fluorescence polarization | Potency, µM (series often up to 76.9 µM), inactives show at the top dose activity change, negative = inhibition, usual class: inhibitors | actives 0.05% (n = 75,000) | AID 875, 2007;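 further: potency means the concentration at half of the fitted maximal effect; plate controls were peptide without protein for full effect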
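Fluorescence polarization: His-tagged BRCT (~35 kDa BRCA1 C-terminus, 250 nM) bound to 100 nM fluorescein-labeled phosphorylated 10-aa BACH1 peptide, pH 7.3 phosphate buffer with DTT and Tween 20. Compounds incubated 12 min at room temperature; inhibition read as lowered polarization.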
15-hLO inh: qHTS Assay for Inhibitors of 15-hLO (15-human lipoxygenase); purified 15hLO-1, xylenol orange hydroperoxide absorbance; Potency, µM (doses to about 57.1 µM), without a hit: top-dose activity change, negative = inhibition, usual class: inhibitors; actives 1.4% (n = 74,000); AID 887, 2007; further: potency means the concentration at half of the fitted maximal effect; on the % scale 0 is the no-effect control and ±100 the full control effect; nearly all actives have a fitted effect of over 55% in size
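Hydroperoxide formed from arachidonic acid (50 uM) by purified human 15hLO-1 (40 nM) oxidizes ferrous iron, and the ferric-xylenol orange complex is read at 573 versus 405 nm. Compounds were preincubated 15 min; reaction ran 6 min at room temperature.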
Hsp90 Hop PPI: qHTS Assay for Disrupters of an Hsp90 Co-Chaperone Interaction; Hsp90 C-terminal peptide / TPR2A (Hop) interaction, human; AlphaScreen TPR2A-His6 binding biotin-Hsp90 C-terminal peptide; Potency, µM (highest dose often 57 µM), for inactives: at the top dose activity change, negative = inhibition; actives 0.44% (n = 71,000); AID 595, 2007; active means well fitted curve in either direction with a large enough effect; inconclusive means small, poorly fitted or top-dose-only effect, or another doubt; further: potency means the concentration at half of the fitted maximal effect; on the % scale 0 is the no-effect control and ±100 the full control effect; many of its hits are not listed in these tables
UbGFP stabilizer: Ubiquitin-GFP Assay; Ubiquitin-GFP reporter cells, proteasome inhibition, GFP fluorescence; response scale: untreated = 0%, 10 µM MG-132 = 100%; 67,000 tested, under 10 active; Potency, µM (highest dose often 45.9 µM), without a hit: at the top dose activation (GFP accumulation), actives largely listed as activators; active means well fitted activation curve with a large enough effect, not every such curve was filed as active; inconclusive means small, poorly fitted or top-dose-only effect, or another doubt; inactive means no such curve, though single readings can be large or run the other way; further: potency means the concentration at half of the fitted maximal effect
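U2OS cells expressing ubiquitin(G76V)-GFP, seeded overnight in 0.5% FBS medium, then treated 4 hr at 37 C across 46 uM to 2.9 nM. GFP-positive cells counted by laser cytometry (488 ex/515 em); %activity scaled between basal and 10 uM MG-132.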
Pol III holo inh: qHTS Assay for Inhibitors of DNA Polymerase III Holoenzyme System; reconstituted DNA polymerase III holoenzyme replication, biochemical; Potency, µM (series often up to 57.1 µM), for inactives: at the top dose activity change, negative = inhibition; actives 0.25% (n = 71,000); AID 603, 2007; further: potency means the concentration at half of the fitted maximal effect; on the % scale 0 is the no-effect control and ±100 the full control effect
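Reconstituted *E. coli* holoenzyme (0.35 nM Pol III, 1 nM beta, 154 nM SSB, 2 nM primase) was preincubated with compound for 15 min at RT. Synthesis on 1.4 nM ssM13Gori ran 35 min, then was stopped with PicoGreen/EDTA and read as dsDNA fluorescence.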
USP2a inh: qHTS Assay for Inhibitors of Ubiquitin-specific Protease USP2a. Potency, µM (doses to about 38.3 µM), without a hit: at the top dose activity change, negative = inhibition, usual class: inhibitors. USP2a enzymatic assay, qHTS inhibition. Ubiquitin carboxyl-terminal hydrolase 2 (Homo sapiens), O75604. actives 0.1% (n = 60,000);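 further: potency means the concentration at half of the fitted maximal effect; nearly all actives have a fitted effect of over 60% in size; plate controls were DMSO for no effect and NEM full inhibition control for full effect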
Target sequence (O75604 whole entry, looked up): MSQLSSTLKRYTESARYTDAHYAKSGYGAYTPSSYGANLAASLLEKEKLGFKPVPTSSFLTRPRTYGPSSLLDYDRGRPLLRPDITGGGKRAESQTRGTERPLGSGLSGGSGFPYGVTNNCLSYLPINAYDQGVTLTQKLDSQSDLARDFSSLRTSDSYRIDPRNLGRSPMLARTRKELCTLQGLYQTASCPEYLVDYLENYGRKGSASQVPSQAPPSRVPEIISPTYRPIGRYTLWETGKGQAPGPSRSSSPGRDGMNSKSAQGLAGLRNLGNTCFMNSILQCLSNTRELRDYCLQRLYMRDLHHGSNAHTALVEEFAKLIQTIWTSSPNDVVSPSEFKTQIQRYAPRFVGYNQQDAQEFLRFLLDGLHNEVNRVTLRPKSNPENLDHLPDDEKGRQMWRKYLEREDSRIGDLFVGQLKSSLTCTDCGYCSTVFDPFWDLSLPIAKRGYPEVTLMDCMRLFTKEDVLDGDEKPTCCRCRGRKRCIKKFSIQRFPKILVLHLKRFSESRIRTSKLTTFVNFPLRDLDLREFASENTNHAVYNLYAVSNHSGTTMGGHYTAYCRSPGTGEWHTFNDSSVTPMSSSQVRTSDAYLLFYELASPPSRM
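Coupled readout: USP2-cleaved Ub-PLA2 (20nM final) turns over NBD C6-HPC (20uM final), Ex 460nm/Em 535nm after 2.5 h, time-zero read flagging artifacts. Enzyme (20nM final, pH 8.0 Tris) given 30 min RT with compound first; NEM defines full inhibition.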
HADH2 inhib: qHTS Assay for Inhibitors of HADH2 (Hydroxyacyl-Coenzyme A Dehydrogenase, Type II). 3-hydroxyacyl-CoA dehydrogenase type-2 (Homo sapiens), Q99714. actives 3.4% (n = 73,000). Potency, µM (series often up to 57.1 µM), for the others: at the highest dose activity change, negative = inhibition, most hits filed as inhibitors. recombinant HADH2, NADH fluorescence, beta-hydroxybutyryl-CoA. AID 886, 2007; further: potency means the concentration at half of the fitted maximal effect; on the % scale 0 is the no-effect control and ±100 the full control effect; nearly all actives have a fitted effect of over 60% in size; many of its hits are not listed in these tables
Target sequence (Q99714 whole entry, looked up, one chain of several): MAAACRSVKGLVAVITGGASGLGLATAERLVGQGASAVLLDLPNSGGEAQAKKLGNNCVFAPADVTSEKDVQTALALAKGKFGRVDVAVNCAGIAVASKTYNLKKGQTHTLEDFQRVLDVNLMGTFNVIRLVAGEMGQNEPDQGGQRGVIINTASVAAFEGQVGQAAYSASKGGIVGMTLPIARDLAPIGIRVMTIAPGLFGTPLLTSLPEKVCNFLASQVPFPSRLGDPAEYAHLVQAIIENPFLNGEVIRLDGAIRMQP
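Read-out: 360 nm excitation, 450 nm emission, kinetic over 4 min. Conditions: His-tagged human HADH2 20 nM, pH 9.0 Tris with Tween-20, 1 mM NAD+, 90 uM beta-hydroxybutyryl-CoA.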
CRE Fsk mod: Cell signaling CRE-BLA (Fsk stim); CHO CRE-bla reporter (cAMP response element driving beta-lactamase), forskolin EC10, beta-lactamase ratio; Potency, µM (top dose mostly 38.2 µM), without a hit: at the top dose activity change, negative = inhibition, hits mostly activators; AID 662, 2007; actives 2.5% (n = 71,000); active means well fitted activation curve with a large enough effect in the signal ratio, with a control signal flat, not every such curve was filed as active; inconclusive means small, poorly fitted or top-dose-only effect, or effect the other way, or a change in a side signal; the % refers to the signal ratio; further: potency means the concentration at half of the fitted maximal effect; % of control where 0% means no effect
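CHO CRE-bla cells, overnight plating in Opti-MEM with 0.5% dialyzed FBS; cpd titration + EC10 NKH 477, 3 h 37 °C; CCF4 2 h RT; ex 405/em 460 vs 530 ratio → %Activity, AC50.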
* marks the source's active call; other numbers are inactive results; u = inconclusive; x = no result given; [ ] = dose if it differs, or a comment. Unless noted, the call rests on the fitted dose curve; in most records, active means well fitted curve in the direction sought with a large enough effect; inconclusive means small, poorly fitted or top-dose-only effect, or another doubt; inactive means no such curve, though single readings can be large; an effect the other way counts as inactive or inconclusive. A portion of the library; rates above refer to the full screens.

SMILES	BRCT PPI red	Epigenetic mod	HBB splice mod	BRCT PPI green	15-hLO inh	Hsp90 Hop PPI	UbGFP stabilizer	Pol III holo inh	USP2a inh	HADH2 inhib	CRE Fsk mod
Cc1ccc(-n2c(SCC(=O)NC3CCCCC3)nc3c(c2=O)SCC3)cc1	-2.1%	x	-0.2%	-3.1%	42%[activator]	-1%	11%	-2%	x	-4%	-3%
Cc1ccccc1CS(=O)(=O)Cc1ccc(C(=O)NCCCN2CCOCC2)o1	0.3%	2%	-0.3%	-1.9%	9%	-17%	24%	-5%	-5%	5%	0%
COc1ccccc1C(=O)Nc1ccccn1	-4.3%	3%	-0.3%	1.2%	-30%	-1%	-5%	-1%	-7%	6%	13%
CCOc1ccc2nc(NCCNC(=O)C3CC3)c(C)cc2c1	-0.9%	0%	x	0.0%	12%	-1%	0%	-3%	71%[activator]	27%	9%
CC1(C)CC(=O)C(C=NCC2CCNCC2)=C(O)C1	0.7%	-2%	-2.2%	2.0%	9%	-2%	9%	2%	2%	-2%	-2%
CCCN(c1ccc(C(C)C)cc1)S(=O)(=O)c1c(C)[nH]c(=O)[nH]c1=O	1.5%	-5%	3.4%	0.3%	-8%	-1%	-1%	2%	8%	-7%	-13%
COc1ccc(OC)c(NC=C2C(=O)OC3(CCCCC3)OC2=O)c1	0.2%	0%	3.0%	-1.0%	-8%	16%	14%	-2%	2%	20%	u
O=c1nc(NC2CCCC2)ccn1Cc1cccc(Br)c1	1.1%	0%	-1.3%	1.9%	-12%	-2%	-5%	-3%	0%	9%	-10%
N#Cc1c(N2C(=O)C3C4C=CC(C4)C3C2=O)sc2c1CCC2 (configuration not stated)	-0.6%	4%	-1.5%	-0.8%	5%	-7%	1%	1%	-1%	10%	3%
Cc1nnc(SCCN2CCOCC2)n1-c1cccc(Cl)c1	1.7%	0%	-0.3%[57.5 µM]	0.0%	-14%	-3%	-3%	5%	x	-3%	-3%
CN(C(=O)C1CCCO1)c1nnc(-c2cnccn2)s1 (configuration not stated)	-2.0%	2%	x	-0.5%	5%	-2%	-3%	4%	18%	-13%	2%
O=C(CSc1nnc(CNC(=O)c2c(F)cccc2Cl)o1)Nc1ccccc1	-0.4%	-3%	-0.2%	0.8%	10%	-1%	2%	4%	1%	4%	-8%
COCCOc1nc2ccccc2nc1C	-0.6%	-3%	-0.2%	-0.5%	-6%	-9%	3%	-4%	2%	6%	u
Nc1nc(N)c(-c2cccc(C(F)(F)F)c2)c(Cc2cccc(C(F)(F)F)c2)n1	0.4%[15.4 µM]	2%[9.22 µM]	-1.8%[9.22 µM]	-1.8%[15.4 µM]	10%[11.4 µM]	-2%[11 µM]	7%[9.17 µM]	-9%[11.4 µM]	x	8%[11.4 µM]	-14%[7.6 µM]
COc1ccc(-c2nnn(CC(=O)c3c[nH]c4ccccc34)n2)cc1OC	-1.0%	5%	x	13%	-12%	-2%	-2%	7%	248%[activator]	19%	u
CCCn1nc(NC(=O)c2cccs2)c2cc3cc(OC)ccc3nc21	0.1%	2%	0.2%[0.369 µM]	-0.9%	u	u	-3%	1%	25%	-1%	u
Cc1cccc(NC(=O)CC(C)(C)C)c1	0.7%	-1%	0.5%	-3.5%	-6%	0%	-1%	-2%	5%	2%	3%
CNC(=O)OC(C)CNS(=O)(=O)c1ccc(C)cc1 (configuration not stated)	-1.3%	3%	3.6%	-0.1%	7%	-5%	9%	0%	-3%	7%	6%
O=C(COc1ccccc1)Nc1ccc(S(=O)(=O)NCc2ccco2)cc1	-1.3%	1%	x	-0.9%	-2%	-3%	9%	-8%	8%	-10%	4%
COc1cc2c(=O)n(CCCN3CCOCC3)c(=S)[nH]c2c(OC)c1OC	-0.6%	0%	2.3%[57.5 µM]	0.0%	-3%	-4%	3%	-1%	4%	32µM*	6%
CCOc1ccc(S(=O)(=O)N(CC(=O)O)c2ccccc2)cc1	0.6%	-2%	-1.8%[9.22 µM]	-3.8%	12%	0%	-11%	-6%	u	3%	-4%
O=C1C(=O)N(CCO)C(c2ccccc2)/C1=C(\O)c1ccccc1 (configuration not stated)	0.3%	-2%	0.5%	0.1%	14%	-1%	9%	1%	x	-2%	-8%
CC(C)CCNC(=O)c1cnn2c(C(F)(F)F)cc(-c3ccco3)nc12	1.2%	-3%	1.7%	-0.9%	u	0%	-5%	-7%	25%	5%	5µM*
O=S(=O)(CCN(CCS(=O)(=O)C(F)(F)F)CC1CCCO1)C(F)(F)F (configuration not stated)	-0.6%	-1%	-0.6%	0.2%	-1%	0%	2%	-3%	-2%	-11%	8%
COC(=O)N1CCC[C@@]2(CCN(Cc3nccs3)C2)C1	-1.5%	-5%[9.22 µM]	-1.2%	-4.0%	18%	-3%	-7%	0%	4%	4%	0%
C[C@@H]1[C@H](O)[C@@H](C)/C=C/C=C/C=C/C=C/C=C/C=C/C=C/[C@H](O[C@@H]2O[C@H](C)[C@@H](O)[C@H](N)[C@@H]2O)C[C@@H]2O[C@](O)(C[C@@H](O)C[C@@H](O)[C@H](O)CC[C@@H](O)C[C@@H](O)CC(=O)O[C@H]1C)C[C@H](O)[C@H]2C(=O)O	1.6%	x	-1.1%	5.0%	2%	-5%	x	-2%	x	u	-6%
COc1ccc(CCN(C)C(=O)N2CCOCC2)cc1OC	-0.1%	3%	-4.6%[57.5 µM]	-2.1%	-1%	-2%	-2%	5%	-6%	8%	16%
O=C(CSc1nc2ccsc2c(=O)n1NC(=O)c1ccccc1)NCc1ccco1	1.8%	-2%	2.7%[0.369 µM]	-2.6%	u	0%	x	-5%	-3%	u	-11%
Cc1cc(NC(=O)CC23CC4CC(C2)CC(CC(=O)Nc2cc(C)on2)(C4)C3)no1	-1.4%	0%	0.4%	-5.5%	6%	-4%	-3%	-1%	31%[activator]	24%	-12%
O=C(CSc1nnc(-c2ccccc2Cl)o1)N1CCCCC1	-2.0%	-3%	-1.2%	0.0%	6%	0%	0%	-9%	x	5%	6%
OC(COCC1COc2ccccc2O1)CN1CCN(c2ccccn2)CC1 (configuration not stated)	0.6%	-4%	-2.7%	-2.7%	u	-1%	1%	-4%	-17%	26%	u
COc1ccc(N2C(=O)C3CCCN3C2c2cccc(OC)c2)cc1 (configuration not stated)	0.1%	2%	-0.3%	-1.4%	-1%	-1%	-3%	-5%	x	2%	-6%
Cc1c(NC(=O)Nc2c(Cl)cccc2Cl)c(=O)n(-c2ccccc2)n1C	-0.1%[15.4 µM]	3%[9.22 µM]	-0.3%[9.22 µM]	-0.7%[15.4 µM]	13%[11.4 µM]	-4%[11 µM]	6%[9.17 µM]	-11%[11.4 µM]	x	23%[11.4 µM]	-1%[7.6 µM]
CCOc1ccc(C(CC(=O)O)NS(=O)(=O)c2ccc(C)cc2)cc1OC (configuration not stated)	-0.7%	-2%	-1.4%	-0.8%	2%	u	4%	-4%	15%	5%	-3%

Bioassay records (PubChem)
